Screens deposited in PubChem BioAssay by several laboratories.
Myeloid diff MLP: induction of myeloid progenitor differentiation, primary screen, cell-based, flow cytometry, MLPCN library; calls only at 10 µM; AID 624256, 2012; 360,000 compounds, 1% hits; ER-HoxA9 myeloid progenitors, lysozyme-GFP differentiation;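 active means normalized GFP-positive differentiation at or above the plate's own cutoff, the solvent-only control mean plus 3 SD; inconclusive means no clear call, values can overlap the other calls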;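 further: cells exposed to compound for four days before flow analysis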
LYP inhibition: inhibitors of LYP phosphatase, biochemical, fluorescence intensity, uHTS (AID 1779); recombinant LYP phosphatase, fluorescence intensity; higher % means a stronger effect; 290,000 compounds, 0.054% hits; inhibition, % at 11.5 µM, or IC50 in µM where a hit was titrated;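 further: plate controls were vehicle with enzyme for no effect and no enzyme for full effect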
XIAP antagonists: XIAP antagonists, biochemical, IAP family, fluorescence polarization (AID 1018); E3 ubiquitin-protein ligase XIAP (Homo sapiens); XIAP BIR domain, fluorescence polarization peptide displacement; higher % means a stronger effect; displacement, % at 20 µM, or IC50 in µM where a hit was titrated; 200,000 compounds, 0.007% hits; in the data active means displacement above about 50%; further: a part of the inactive calls stands beside numbers as strong as those of hits
SIAH1 antagonists: Siah-1 peptide-binding antagonists, primary screen, biochemical, fluorescence polarization, rhodamine-plectin, uHTS (AID 1817). E3 ubiquitin-protein ligase SIAH1 (Homo sapiens). Siah-1 / rhodamine-plectin peptide fluorescence polarization; higher % means a stronger effect. one-dose displacement, % at 20 µM; IC50 in µM for titrated hits. 290,000 compounds, 0.02% hits;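 active means displacement of at least 50% at 20 µM, with a fluorescence ratio check between 0.3 and a set limit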;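 further: plate controls were Siah plus tracer with DMSO for no effect and tracer alone without Siah for full effect; strong numbers were not always called active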
AID2073: inhibitors of Mint1-CaV2.2 protein interaction, biochemical, HTRF (AID 2073). Voltage-dependent N-type calcium channel subunit alpha-1B (Homo sapiens). HTRF protein-protein interaction, Mint1-CaV2.2; higher % means a stronger effect. inhibition, % at 20 µM, or IC50 in µM where a hit was titrated. 290,000 compounds, 0.19% hits; in the data active means inhibition mostly above about 51%, no sharp cut-off; inconclusive means no clear call, values can overlap the other calls; inactive means mostly below about 53%; further: some results filed as inactive read as strong as hits
NOD2 inhibition: NOD2 signaling inhibitors, cell-based, luminescence, uHTS, HEK293 (AID 1566); HEK293 NOD2/NF-kB luciferase reporter, luminescence; higher % means a stronger effect; one-dose inhibition, % at 4 µM; EC50 in µM for titrated hits; 290,000 compounds, 0.63% hits; further: many of its hits are not listed in these tables
NS5 inhibitors: Dengue-2 NS5 methyltransferase inhibitors, primary screen, biochemical, confirmation dose response (AID 588689); inhibition, % at 25 µM; hits with a dose series show IC50 in µM; Dengue-2 NS5 methyltransferase capping enzyme assay, biochemical; higher % means a stronger effect; Genome polyprotein (Dengue virus type 2 (strain 16681-PDK53)); 340,000 compounds, 0.3% hits; in the data active means a potency from the dose series; inconclusive means inhibition above about 29% without an active follow-up result
HIV peptide binding: inhibitors of HIV fusion peptide binding, primary screen, biochemical, uHTS, fluorescence dequenching (AID 1986); cell-free peptide binding, fluorescence dequenching, 30 min; higher % means a stronger effect; inhibition, % at 20 µM; hits with a dose series show IC50 in µM; 290,000 compounds, 0.3% hits; in the data active means inhibition mostly above about 52%, no sharp cut-off; inactive means mostly below about 76%; further: some results filed as inactive read as strong as hits
Lipid droplet: inhibitors of hepatocyte lipid droplet formation, primary screen, imaging, high-throughput imaging, BODIPY stain | 240,000 compounds, 0.4% hits | inhibition, % at 6.5 µM | AML12 mouse hepatocytes, oleate lipid droplets;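 active means lipid droplet intensity inhibited by at least 50%, with more than 500 cells counted; inconclusive means wells with under 300 cells, treated as cytotoxic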
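Test system: AML12 hepatocytes (mouse); reagent: oleate loading, 100 µM; dosing: one dose, 6.5 µM compound; incubation: overnight exposure; signal: fluorescence imaging, 20x objective, two fields per well; read-out basis: % inhibition of corrected integrated BODIPY droplet signal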
Lipid droplet cells 6.5 µM: also measured in Lipid droplet; calls as there; cell count; measured here: cell count, cytotoxicity flag;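 cells counted across two imaged fields per well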
NS5 inhibitors pilot replicate: further read-out of NS5 inhibitors, marked with its call; inhibition, %; measured here: pilot screen replicate inhibition
Myeloid diff MLP GFP+ MAC1+ %: recorded beside Myeloid diff MLP, whose call it bears; GFP+ MAC1+ double positive, %; measured here: differentiation confirmed by MAC1 staining
Numbers without * were called inactive; i = inactive; ? = inconclusive; . = not tested or not shown; + = active, no number. Unless noted, no stated cut-off is given here; in the data, active means inhibition above about 50%; inactive means the rest. Only part of the results is shown (hit frequency here may not be typical).

SMILES	Myeloid diff MLP	Myeloid diff MLP GFP+ MAC1+ %	LYP inhibition	XIAP antagonists	SIAH1 antagonists	AID2073	NOD2 inhibition	NS5 inhibitors	HIV peptide binding	Lipid droplet	Lipid droplet cells 6.5 µM	others
Cc1ccccc1-n1nnnc1SC(C)C(=O)Nc1ccc(N2CCN(C)CC2)cc1 (centres undefined)	i	1.0	-6%	.	-2%	-2%	0%	-10%	-0.3%	-40	665
O=C(CN(Cc1cccs1)C(=O)CN1C(=O)COc2ccccc21)NCc1ccco1	i	7.3	-4%	-3.0%	-1%	35%	-11%	1%	-0.6%	5	808
CCn1c(COc2cccc(OC)c2)nnc1SCC(=O)Nc1cccc(OC)c1	i	1.6	-2%	-7.2%	-3%	-11%	6%	-3%	-0.6%	5	681	NS5 inhibitors pilot replicate=-0.3
CCn1ncc(Br)c1C(=O)Nc1ccc(F)cc1F	i	14	-9%	-2.0%	-5%	4%	0%	-1%	-2.2%	6	633
COc1ccc(O)c(-c2cc(-c3ccc(F)cc3)n[nH]2)c1	i	0.6	0%	.	1%	26%	-230%	3%	-2.9%	13	861
O=C(Cn1nnc(-c2ccccc2Cl)n1)N/N=C/c1ccc2c(c1)OCO2	i	0.0	0%	-6.2%	3%	-3%	4%	1%	-0.9%	.	.
Nc1cc(C(F)(F)F)cc2c1SCC(=O)N2	i	0.7	-4%	-6.3%	2%	-4%	9%	-5%	0.5%	7	666
CCCCNc1nc(CC)c2c(c1C#N)CCCC2	i	0.9	-6%	-2.3%	5%	7%	25%	3%	5.3%	23	770
O=C(O)CC(NC(=O)Nc1ccccc1)c1ccc(OC2CCCC2)cc1 (centres undefined)	i	0.0	-2%	-8.6%	1%	7%	2%	-41%	5.4%	-8	694
Cc1ccc(NC(=O)Nn2cnnc2)cc1	i	1.4	-5%	.	4%	5%	7%	-10%	-1.3%	5	831
NC(=O)c1oc2ccccc2c1NC(=O)CCc1ccccc1	i	1.5	0%	3.6%	2%	5%	7%	-5%	-2.1%	-1	641
CC(C)(C)OC(=O)NC(Cc1ccccc1)C(=O)NC(CSC1CCCCO1)C(=O)NN (centres undefined)	i	0.3	2%	.	2%	0%	-4%	2%	-0.1%	-2	851	NS5 inhibitors pilot replicate=5.2
COC(=O)c1ccccc1Oc1c(F)c(F)nc(N2CCOCC2)c1F	i	0.8	-3%	-1.1%	0%	0%	4%	-1%	-2.3%	.	.
NC(=O)NC(=O)COC(=O)c1ccc2c(c1)C(=O)N(Cc1ccccc1)C2=O	i	0.2	-7%	.	-4%	25%	19%	2%	2.4%	-3	706
Cc1ccc(N(CC(=O)Nc2ccccc2C(=O)NCc2ccco2)S(=O)(=O)c2ccccc2)cc1C	i	0.5	5%	-4.4%	2%	11%	-15%	-1%	-1.6%	4	732
COc1cc(C2NC(=O)NC(c3ccccc3)=C2C(C)=O)ccc1OCC(=O)O (centres undefined)	i	5.9	-8%	-1.1%	2%	1%	1%	1%	-1.4%	11	673
Cc1cccc(N2C(=O)N3[C@H](c4ccc(Cl)cc4)[C@@H]4C(=O)N(C5CCCCC5)C(=O)[C@@H]4[C@]3(Cc3ccc(Cl)cc3)C2=O)c1	i	2.0	-7%	.	-1%	-3%	-6%	-1%	0.0%	-13	782
CN(C)C1=NCC(CSC(=N)N)S1 (centres undefined)	i	1.4	-4%	0.7%	12%	-5%	10%	-6%	0.6%	0	770
Cc1ccc(Nc2c([N+](=O)[O-])ccc3nonc23)cc1C	i	0.4	-6%	.	-1%	14%	12%	-4%	-1.0%	-7	810
Cc1ccc(S(=O)(=O)Cc2ccc(C(=O)N3CCC(C(N)=O)CC3)o2)cc1	i	1.5	-6%	.	-7%	-4%	-8%	31%	1.4%	-1	688
COc1ccc(-c2ccnc3c(C(=O)O)cnn23)cc1	i	0.3	-4%	-3.9%	6%	?	18%	.	2.6%	5	665
O=C(O)CCc1ccc(-c2ccccc2)n1Cc1ccco1	i	1.1	-2%	0.1%	2%	11%	0%	4%	-1.1%	.	.
CCCCOc1ccc(Cn2c(=O)oc3ccccc32)cc1	i	0.3	-2%	.	1%	-1%	-12%	-6%	-0.1%	1	818
COc1cc(SC)ccc1C(=O)NCCc1ccccc1	i	0.7	0%	-3.9%	2%	6%	-84%	-4%	-0.9%	-31	667
COc1ccc(CCNC(=O)c2c(O)c3ccccc3[nH]c2=O)cc1	i	0.1	-8%	.	-3%	4%	35%	-7%	-0.3%	-1	861

Carrying on:
SMILES	Myeloid diff MLP	Myeloid diff MLP GFP+ MAC1+ %	LYP inhibition	XIAP antagonists	SIAH1 antagonists	AID2073	NOD2 inhibition	NS5 inhibitors	HIV peptide binding	Lipid droplet	Lipid droplet cells 6.5 µM	others
COc1ccc(CCN2C(=O)CC(N3CCN(S(=O)(=O)c4ccccc4)CC3)C2=O)cc1 (centres undefined)	i	1.0	-3%	-3.2%	-3%	-7%	2%	.	-1.3%	-17	792
CCC(CC)c1nc2cc(OC)c(OC)cc2c(=O)o1	i	1.6	-1%	-5.2%	-1%	45%	5%	1%	1.6%	4	827
O=C1CC(c2ccc3c(c2)OCO3)Sc2nc3ccccc3n21 (centres undefined)	i	5.2	3%	-2.6%	0%	0%	-243%	-4%	-1.7%	.	.
Cc1cc(C)n(CC2CC(=O)N(c3ccccc3)C2=O)n1 (centres undefined)	i	0.2	-2%	.	-2%	2%	1%	-8%	0.4%	-3	696
CC(C)CNC(=O)Nc1ccccc1F	i	0.3	-8%	-4.4%	6%	-7%	15%	5%	2.0%	0	734
CCCNC(=O)Cn1c(=O)/c(=C\c2ccc(-c3cccc([N+](=O)[O-])c3)o2)s/c1=C\C(=O)C(C)(C)C	+	1.3*	-2%	-2.7%	0%	10%	-1%	?	23%	-7	628
CC(NC(=O)c1ccccc1)C(c1cccs1)N1CCOCC1 (centres undefined)	i	1.1	-8%	-2.7%	-4%	1%	1%	-2%	-1.9%	3	624
COc1ccccc1CCNC(=O)c1cnccn1	i	5.0	4%	-1.3%	0%	2%	-16%	3%	2.7%	-1	718
Cc1ccc(/C=N/NC(=O)c2cccc(S(=O)(=O)Nc3cccc(Cl)c3)c2)o1	i	0.4	-10%	-3.7%	6%	42%	18%	-2%	-0.4%	-2	685
Cc1cnn(-c2nc(-c3ccccc3)cc(-c3ccccc3)n2)c1	i	0.2	0%	-6.0%	1%	9%	16%	0%	6.1%	17	707
O=C(NC1CCCCC1)NC1CCN(S(=O)(=O)c2ccc3c(c2)OCCO3)CC1	i	1.3	-7%	-5.9%	1%	1%	-26%	-4%	-0.4%	.	.
COc1ccccc1CNS(=O)(=O)c1ccc(NC(C)=O)cc1	i	4.8	7%	-2.8%	0%	0%	8%	-4%	0.8%	8	633
Cc1cc(OCC(=O)Nc2ccc(CN3CCOCC3)cc2)c2c(C)c(C)c(=O)oc2c1	i	5.6	3%	.	0%	23%	14%	-2%	0.6%	13	782
CCN(CC)CCNC(=O)c1cc(-c2ccco2)nc2ccccc12	i	0.3	-16%	-4.8%	-3%	?	20%	-2%	-1.4%	-1	738
CCc1ccc(CN2CCCC(CNS(=O)(=O)c3ccc(OC)cc3)C2)cc1 (centres undefined)	i	0.2	-7%	-8.0%	-2%	2%	15%	-4%	1.4%	-1	687
CN(Cc1cnn(C)c1)C(=O)C1CCC(=O)N(Cc2cccc(F)c2)C1 (centres undefined)	i	1.1	-8%	.	-3%	15%	14%	1%	1.1%	-2	894
Cc1ccc(C(=O)N(CC(=O)NC2CCCC2)c2ccccc2C)s1	i	0.9	-7%	-6.4%	-2%	8%	-12%	-12%	0.3%	-17	700
O=C(NCCc1c[nH]c2ccccc12)c1cccc(Br)c1	i	0.5	-6%	.	-1%	12%	-2%	-8%	-1.2%	12	841
COc1ccc(CNC(=O)C2CC(c3ccc(C(F)(F)F)cc3)=NO2)cc1 (centres undefined)	i	0.7	-8%	.	2%	1%	-6%	-6%	-1.1%	.	.
Cc1ccc(Cl)cc1N1C(=O)CC(Sc2ncccn2)C1=O (centres undefined)	i	0.9	-4%	.	4%	4%	13%	-3%	1.2%	2	853
O=C(O)C1CC=CCC1C(=O)NCc1ccc2c(c1)OCO2 (centres undefined)	+	2.8*	-7%	-4.1%	3%	7%	18%	-1%	0.8%	9	730	NS5 inhibitors pilot replicate=0.9
Cc1cccc(N2CCN(C(=O)CCN3C(=O)C4C5C=CC(C5)C4C3=O)CC2C)c1 (centres undefined)	i	1.0	2%	-1.3%	1%	-15%	17%	1%	1.1%	-18	685
COc1cccc(NC(=O)c2ccccc2C(F)(F)F)c1	i	2.0	11%	-7.6%	4%	9%	11%	-12%	0.0%	-3	731
COc1ccc(-c2nnc3ccc(SCC(=O)Nc4nc5ccccc5s4)nn23)cc1OC	i	0.2	3%	-31%	4%	11%	11%	-12%	1.4%	-4	560
Cc1cc(C)c[n+](CC(=O)c2cc3ccccc3oc2=O)c1	i	0.0	-8%	-2.5%	-1%	6%	12%	0%	1.2%	.	.
Cc1ccc(NC(=O)CSc2nnc(N)s2)c([N+](=O)[O-])c1	i	0.3	-9%	-2.6%	-7%	-7%	7%	-5%	-2.5%	-9	684
Cc1ccc(-n2cc(CNCC3CC(=O)N(C4CC4)C3)c(-c3cccc(C)c3)n2)cc1 (centres undefined)	i	0.1	-8%	-8.6%	-3%	-3%	2%	7%	0.2%	-10	700
O=C(c1ccc2ccccc2c1)C1CCCN(C(=O)c2noc3c2CCCC3)C1 (centres undefined)	i	0.7	-4%	-9.0%	-2%	-6%	21%	-7%	-1.1%	10	532

Random excerpt: five compounds from above, in no set order.
SMILES	Myeloid diff MLP	Myeloid diff MLP GFP+ MAC1+ %	LYP inhibition	XIAP antagonists	SIAH1 antagonists	AID2073	NOD2 inhibition	NS5 inhibitors	HIV peptide binding	Lipid droplet	Lipid droplet cells 6.5 µM	others
O=C(O)C1CC=CCC1C(=O)NCc1ccc2c(c1)OCO2 (centres undefined)	+	2.8*	-7%	-4.1%	3%	7%	18%	-1%	0.8%	9	730	NS5 inhibitors pilot replicate=0.9
NC(=O)NC(=O)COC(=O)c1ccc2c(c1)C(=O)N(Cc1ccccc1)C2=O	i	0.2	-7%	.	-4%	25%	19%	2%	2.4%	-3	706
CCCCNc1nc(CC)c2c(c1C#N)CCCC2	i	0.9	-6%	-2.3%	5%	7%	25%	3%	5.3%	23	770
COc1ccc(-c2nnc3ccc(SCC(=O)Nc4nc5ccccc5s4)nn23)cc1OC	i	0.2	3%	-31%	4%	11%	11%	-12%	1.4%	-4	560
COc1ccc(CCNC(=O)c2c(O)c3ccccc3[nH]c2=O)cc1	i	0.1	-8%	.	-3%	4%	35%	-7%	-0.3%	-1	861
